Assay outcomes from PubChem BioAssay.
FEN1 inh = blocks human flap endonuclease 1; 390,000 compounds, 0.35% hits; Recombinant FEN1 flap cleavage, fluorescence, 15 min; P39748; Potency, µM (titrated, usually from 114 µM), for inactives: at the highest dose activity change, negative = inhibition, hits mostly inhibitors; AID 588795; further: nearly all actives have a fitted effect of over 65% in size
Target sequence (P39748 whole entry, looked up): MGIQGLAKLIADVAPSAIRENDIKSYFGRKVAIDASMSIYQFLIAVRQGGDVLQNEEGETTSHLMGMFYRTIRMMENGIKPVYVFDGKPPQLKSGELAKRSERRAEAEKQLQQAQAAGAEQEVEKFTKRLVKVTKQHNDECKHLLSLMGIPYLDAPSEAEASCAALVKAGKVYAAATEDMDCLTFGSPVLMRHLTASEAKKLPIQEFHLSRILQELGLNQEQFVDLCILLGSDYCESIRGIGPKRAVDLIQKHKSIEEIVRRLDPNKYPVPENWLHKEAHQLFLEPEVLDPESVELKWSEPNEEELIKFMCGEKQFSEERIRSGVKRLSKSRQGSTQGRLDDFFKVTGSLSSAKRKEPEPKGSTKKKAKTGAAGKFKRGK
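Read-out was taken twice, immediately and after 15 min, following addition of 50 nM substrate to 10 nM FEN1 that had sat with test compound for 15 min at room temperature. Curves came from a four-parameter Hill model.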
DT40 TDP1 CPT = growth inhibition of DT40 Tdp1-/-;hTDP1 cells with camptothecin (screen for TDP1 inhibitors); chicken DT40 Tdp1-/-;hTDP1 cells + 20 nM CPT, ATP luminescence, 48 h; Potency, µM (doses to about 46.2 µM), without a hit: at the highest dose activity change, negative = growth inhibition, most hits filed as inhibitors; 420,000 compounds, 12% hits; further: nearly all actives have a fitted effect of over 55% in size
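Chicken DT40 Tdp1-/- cells complemented with human TDP1, 400 cells/well, exposed to compounds plus 20 nM camptothecin for at least 48 h at 37 C; viability read as ATP content by CellTiter-Glo luminescence.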
GCN5L2 inh = inhibitors of human GCN5L2 histone acetyltransferase; 390,000 compounds, 0.21% hits; GCN5L2 HAT assay, ThioGlo1 CoA-SH fluorescence; Q92830; Potency, µM (titrated, usually from 58.9 µM), for inactives: at the top dose activity change, negative = inhibition, hits mostly inhibitors
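Free CoA generated was detected with ThioGlo1 (50uM) fluorescence at Ex340nm/Em540nm, read immediately and after 20 min at room temperature. Enzyme, 20 nM in HEPES pH 7.5 buffer, saw compounds 15 min before adding 75uM H3(1-25) peptide and 70uM acetyl-CoA.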
Starred values were filed as active, the others as inactive; u = inconclusive; x = no result given; & = joins results of further samples; [ ] = another dose, or the depositor's remark. The call rests on the fitted dose curve; in most records, active means well fitted curve in the direction sought with a large enough effect; inconclusive means small, poorly fitted or top-dose-only effect, or another doubt; inactive means no such curve, though single readings can be large; an effect the other way counts as inactive or inconclusive. On the % scale 0 is the no-effect control and ±100 the full control effect; potency means the concentration at half of the fitted maximal effect.

Preview (2 entries):
SMILES	FEN1 inh	DT40 TDP1 CPT	GCN5L2 inh
CCOCCCNS(=O)(=O)c1ccc(NC(=O)CN2C(=O)c3ccccc3C2=O)cc1	-4%	-3%	-6%
Cc1cc([N+](=O)[O-])nn1CCCC(=O)O	20%	-8%	-12%

All compounds of this part (from the top)
SMILES	FEN1 inh	DT40 TDP1 CPT	GCN5L2 inh
CCOCCCNS(=O)(=O)c1ccc(NC(=O)CN2C(=O)c3ccccc3C2=O)cc1	-4%	-3%	-6%
Cc1cc([N+](=O)[O-])nn1CCCC(=O)O	20%	-8%	-12%
CCOC(=O)CSc1c(-c2cccs2)[nH]c2ccccc12	-8%	22%	-13%
Cc1cccc(OCC(=O)Nc2ccncc2)c1C	2%	12µM*	-14%
COc1ccc(CNC(=O)C(=O)NCC(c2cccnc2)N2CCN(c3ccccc3F)CC2)cc1 (stereo unspecified)	5%	12µM*	1%
N#C/C(=N\Nc1cccc(F)c1)C(=O)C1CC1	-9%	-28%	-8%
COc1ccc(CCNC(=O)C(C)SCC(=O)Nc2ccc(F)cc2)cc1 (stereo unspecified)	15%	-15%	0%
COc1ccc2c(c1)OC(O)(C(F)(F)C(F)F)CC2=O (stereo unspecified)	-7%	12µM*	-1%
O=c1c(-c2cccs2)nc2cnc(N3CCOCC3)nc2n1-c1ccccc1	x	-9%	-14%
CC(C)CC(=O)NC(=S)N1CCCCCC1	-4%	-1%	-4%
Cc1ccc(S(=O)(=O)N(C)C)cc1NC(=O)[C@H](Cc1ccccc1)N1C(=O)c2ccccc2C1=O	2%	-5%	-4%
O=C(/C=C/c1cccs1)NNC(=O)c1ccccc1	0%	-13%	-9%
Nc1nonc1-c1nc2ccccc2n1CC(=O)Nc1ccccc1	3%	6.5µM*	0%
COc1ccc(-c2cc(=O)oc3c(C)c(OC(=O)c4cccs4)ccc23)cc1	18%	3.7µM*	-4%
c1nc(NCc2ccc3c(c2)OCO3)c2[nH]cnc2n1	11%&4%	u	x
CCOc1ccc(N=c2oc3cc(O)ccc3cc2C(=O)NCC2CCCO2)cc1 (stereo unspecified)	-17%	-8%	-1%
Cn1nnnc1SCC(=O)Nc1nc2c(s1)CCCC2	7%	-9%	-2%
CC1SC(=S)N(c2ccc(N(C)C)cc2)C1=O (stereo unspecified)	47%[activator]	u	u
Cc1cccc(NC(=S)N2CCC(C(N)=O)(N3CCCCC3)CC2)c1C	-13%	4%	-12%
Cc1cc(C)cc(OCCCn2c(-c3ccc(Cl)cc3)nc3ccccc3c2=O)c1	2%	-13%	-6%
C(=C\c1sc(Nc2ccccc2)n[n+]1-c1ccccc1)/c1ccccc1	-11%	5.2µM*	x
C=CCn1c(SCc2cc([N+](=O)[O-])cc3c2OCOC3)nc2cc(C(=O)O)ccc2c1=O	-24%	-23%	0%
COC(=O)c1cccc(Nc2nc3ccccc3nc2C)c1	-4%	18µM*	2%
Cc1ccc(C)c(N(C(=O)CNC(=O)c2ccco2)C(C(=O)NC2CCCC2)c2ccncc2)c1 (stereo unspecified)	4%	17%	-5%
COc1ccc(C(=O)N2CCC(c3ccccc3)CC2)c(OC)c1OC	10%	5%	-5%
S=C(Nc1ccccc1Cl)N1CCCCCC1	12%	-19%	-3%
COCCN(C)C(=O)CC1C(=O)NCCN1CC(c1ccccc1)c1ccccc1 (stereo unspecified)	13%	-9%	0%
CCOc1ccc(NC(=O)c2ccc(S(=O)(=O)N3CCOCC3)cc2)cc1	-19%	2%	3%
Cc1cccc(NC(=O)CCNC(=O)c2ccco2)c1C	-12%	-13%	-7%
O=C(c1ccc(NC(=S)Nc2ccc(Cl)c(Cl)c2)cc1)N1CCCC1	4%	u	-7%
COC(=O)c1ccc(Oc2ccc3nnc(C)n3n2)cc1	0%	-5%	2%
N#Cc1c(C(F)(F)F)cc(-c2cccs2)nc1SCC(=O)Nc1ccc(Cl)cc1	-6%	16µM*	-24%
Cc1ccc(NC(=O)c2c(O)c3ccccc3n(C)c2=O)nc1	-12%	u	-2%
CNc1nnc(CSc2nc3ccccc3s2)s1	0%	-9%	-1%
Cc1ccc2cccc(OCC(=O)Nc3cccc(S(=O)(=O)N4CCCC4)c3)c2n1	-8%	21µM*	-8%
CC(C)(C)OC(=O)N[C@@H](/C=C/c1ccccc1)C(=O)OC(C)(C)C	-5%	u	-22%
COc1ccccc1CNC(=O)COC(=O)C1CCN(S(=O)(=O)c2c(Cl)cccc2Cl)CC1	5%	-1%	x
COc1ccccc1CNC(=O)Cn1cccc1C(=O)c1ccccc1	-14%	1%	-5%
CN(CC(=O)NCc1ccncc1)S(=O)(=O)c1cc(Cl)ccc1Cl	1%	-11%	-4%
CC1(C)Cc2nc3oc4c(N5CCOCC5)ncnc4c3cc2CO1	-3%	u	-1%
C=CCn1c(SCn2nnc3ccccc3c2=O)nnc1-c1ccc(F)cc1	5%	-26%	2%
CCN(CC)c1ccc(NC(=S)Nc2ccc(F)cc2)cc1	-7%	u	-6%
Cc1cc(=O)[nH]c(SCCCOc2ccc(F)cc2)n1	-17%	-21%	-4%
CCOc1ccc(C2C(C(=O)Nc3ccccc3)=C(C)N=c3s/c(=C/c4cccc(OCC(=O)O)c4)c(=O)n32)cc1 (stereo unspecified)	2%	3%	u
COc1cccc(NC(=O)C(=O)NCCCn2ccnc2)c1	-6%	4%	-6%
COc1ccc(C2CCCN2C(=S)Nc2cccc(Cl)c2C)cc1OC (stereo unspecified)	17%	u	0%
COC(=O)c1ccccc1C(=O)N1CCCC(CNC(=O)c2ccc(F)cc2)C1 (stereo unspecified)	-4%	15%	-4%
CC1(c2ccccc2)NC(=O)N(CC(=O)Nc2ccc(N3CCOCC3)cc2)C1=O (stereo unspecified)	15%	u	-2%
CCOCCn1c(N(C)Cc2ccccc2)nc2c1c(=O)[nH]c(=O)n2C	-6%	-16%	-4%
O=C(Cc1ccc(Br)cc1)c1ccc(O)cc1O	-13%	2%	-12%
Cc1cc(OC(=O)c2ccc(S(=O)(=O)N(C)C)cc2)c([N+](=O)[O-])c(=O)[nH]1	-17%	5%	2%
CN1CCC(N(C)C(=O)c2ccccc2Nc2ccc(SC(F)F)cc2)CC1	0%	-8%	-6%
CCCCn1cnc2c(sc3nc4c(cc32)CSC(C)(C)C4)c1=O	-1%	u	-2%
c1ccc(CNc2nc3ccccc3n3cnnc23)cc1	18%	-6%	-3%
O=S(=O)(Nc1ccccc1Br)c1cccs1	13%	9%	2%
O=C(COC(=O)c1ccncc1)NC(=O)C1CCCCC1	-6%	19%	u
COc1ccc(NC(=O)NC2(C(=O)N3CCN(C)CC3)CCCCC2)cc1	-5%	2%	-5%
COc1ccc(S(=O)(=O)N2CCOC23CCN(C(=O)c2ccc(Cl)cc2Cl)CC3)cc1	-6%	u	-8%
Nn1c(SCc2ccccc2F)nnc1-c1ccncc1	-6%	6%	0%
Cc1ccc(OCC(=O)Nc2cccc(C(=O)OCc3cc(=O)n4c(C)csc4n3)c2)cc1	12%	u	u

Another view of part of the listing above:
SMILES,FEN1 inh,DT40 TDP1 CPT,GCN5L2 inh
O=C(Cc1ccc(Br)cc1)c1ccc(O)cc1O,-13%,2%,-12%
Cc1cc(OC(=O)c2ccc(S(=O)(=O)N(C)C)cc2)c([N+](=O)[O-])c(=O)[nH]1,-17%,5%,2%

Remaining list, next part.
SMILES	FEN1 inh	DT40 TDP1 CPT	GCN5L2 inh
CCCOc1cccc(C(=O)Nc2cccc(NC(=O)c3ccc(C(C)(C)C)cc3)c2)c1	10%	u	0%
CCC1(C(=O)c2ccccc2)C2c3cc(Br)ccc3OC(=O)C21C(=O)N1CCOCC1 (stereo unspecified)	5%	-7%	-9%
O=C(CSc1ccc(Cl)cc1)Nc1ccccc1N1CCN(C(=O)c2ccccc2)CC1	-14%	16µM*	-14%
CCOC(=O)c1sc(=S)n(-c2ccc(Cl)cc2)c1SC	-6%	-11%	-5%
Cc1ccc(S(=O)(=O)CCC(=O)OCc2ccccc2)cc1	-10%	8%	-4%
CCOc1ccc2[nH]cc(S(=O)(=O)c3ccc(F)cc3)c(=O)c2c1	-5%	9.2µM*	-5%
COc1cccc(OC)c1C(=O)Nc1ccncc1	-9%	0%	x
Cc1cccc(C(=O)O[C@H]2[C@H](C)NS(=O)(=O)[C@H]3CC4C=C[C@]23O4)c1	11%	-29%	2%
O=C1C2CC(O)CN2C(=O)N1c1ccccc1 (stereo unspecified)	6%	1%	-6%
Cc1ccc(N2C(=N)SCC2=O)cc1Cl	0%	-6%	-2%
CCC(=O)c1ccc(OCC(=O)OCC(=O)c2cc(C)n(C)c2C)cc1	-8%	3%	-1%
CC(=O)c1cccc(N(CC(=O)Nc2ccc(F)cc2F)S(C)(=O)=O)c1	0%	-2%	x
COc1ccc(NC(=O)c2ccccc2O)c(OC)c1	2%	u	u
CCOC(=O)c1cnc2ccc(C)cc2c1NCCN1CCOCC1	-2%	-18%	-3%
O=C(COc1ccc(Cl)cc1)NNC(=O)c1cccnc1	3%	0%	-4%
COc1ccc(CN2CCNC(=O)C2CC(=O)NCc2ccc(C)s2)c(OC)c1 (stereo unspecified)	15%	3%	18%
COC(=O)c1cc(S(=O)(=O)Nc2nn(C)c3cccc(F)c23)oc1C	-3%	-1%	-15%
CC1CCC(C(C)C)[C@H](O)C1 (stereo partly specified)	x	u	-9%
COc1ccc(-c2c(C#N)c(SCC(=O)Nc3ccccc3C)nc(C)c2C(=O)Nc2ccc(Cl)cc2)cc1	-6%	3%	-10%
O=C(COc1cccc(C(F)(F)F)c1)Nc1ccccc1N1CCCCC1	-16%	-26%	-6%
CC(=O)C1=C(O)C(=O)N(CCNCCO)C1c1ccccc1 (stereo unspecified)	9%	-5%	1%
CCC(C(=O)OCC(=O)NC1CCS(=O)(=O)C1)c1ccccc1 (stereo unspecified)	-1%	-2%	-5%
C[N+]1(CC(=O)c2c3ccccc3cc3ccccc23)CCOCC1	9%	16µM*	x
N/C(=N\OC(=O)c1ccccc1Cl)c1ccncc1	-3%	-28%	-1%

Compound profiles, as listed above. Order of values: FEN1 inh | DT40 TDP1 CPT | GCN5L2 inh
Record of COc1ccc(-c2c(C#N)c(SCC(=O)Nc3ccccc3C)nc(C)c2C(=O)Nc2ccc(Cl)cc2)cc1 = -6% | 3% | -10%
Record of N/C(=N\OC(=O)c1ccccc1Cl)c1ccncc1 = -3% | -28% | -1%
Record of O=C(COc1ccc(Cl)cc1)NNC(=O)c1cccnc1 = 3% | 0% | -4%
Record of COC(=O)c1cc(S(=O)(=O)Nc2nn(C)c3cccc(F)c23)oc1C = -3% | -1% | -15%
Record of CC1CCC(C(C)C)[C@H](O)C1 (stereo partly specified) = x | u | -9%

Other results.
SMILES	FEN1 inh	DT40 TDP1 CPT	GCN5L2 inh
Cc1ccc(-c2ccc(C(=O)NCCCNC(=O)c3cnccn3)o2)cc1Cl	8%	u	-5%
O=C(O)C1CCN(c2nc(-c3ccccc3)nc3c2oc2ccccc23)CC1	-17%	-26%	-12%
CS(=O)(=O)Nc1ccc(C(=O)Nc2ccc3c(c2)OCCO3)cc1	-2%	3%	u
CCOc1ccc(NC(=O)CSc2oc(-c3ccco3)nc2S(=O)(=O)c2ccc(Cl)cc2)cc1	1%	21µM*	-17%
CCC(C(=O)O)n1c2ccccc2c2cn[nH]c(=O)c21 (stereo unspecified)	-12%	u	-19%
O=C(Cn1c(SCc2ccccc2F)nc2cccnc21)Nc1ccc(F)c(Cl)c1	-18%	u	-14%
CCc1cccc2c(C(=O)CSc3nnc(C4CC4)o3)c[nH]c12	21%	u	-4%
CC(C)c1ccc(CCNC(=O)c2cccc(S(=O)(=O)N3CCN(C)CC3)c2)cc1	-6%	u	-16%
Cc1ccc(CNC(=O)CCNC(=O)c2ccc([N+](=O)[O-])cc2)cc1	1%	3%	-2%
CC(C)(C)OC(=O)N1CCC(NC(=O)c2[nH]cnc2C(=O)Nc2ccon2)CC1	5%	u	-19%
CC1=CCC2C(=O)N(c3cccc(C(=O)Nc4ccc(Cl)cc4)c3)C(=O)C2C1 (stereo unspecified)	1%	-9%	-8%
Cc1ccc2c(c1)C(=O)CC(O)(C(F)(F)F)O2 (stereo unspecified)	12%	10%	-4%
CCOC(=O)N1CCc2c(sc3c2c(=O)n(-c2ccc(CC)cc2)c(=O)n3Cc2cccc(Cl)c2)C1	1%	u	-3%
CCC(CC)C(=O)OCc1cc(=O)n2nc(C3CC3)sc2n1	-10%	-16%	0%
CCC(C)NCCCOc1c(C)cc(C)cc1Br (stereo unspecified)	-2%	u	-3%
Cc1ccc2oc(=O)c3cnn(CC(=O)N(C)c4ccc(F)cc4)c3c2c1	-1%	0%	5%
Cc1ccc(Nc2c(-c3ccco3)nc3nc(C)cc(C)n23)cc1	9%&6%	u	-9%
COc1ccc(NC(=S)N2CCCN(Cc3cccc(Cl)c3)C2)cc1	-13%	u	-6%
O=S(=O)(c1ccccc1)[C@@]1(c2ccc(Br)cc2)C[C@@H]2ON=C(c3ccccc3)[C@@H]2C1	10%	u	-7%

An excerpt. The share of hits here may be higher or lower than overall.
